# DNA FID counter: counter-screen for HCV NS3 helicase inhibitors: DNA intercalator displacement. DNA fluorescent intercalator displacement, fluorescence. inhibition, % at 7.9 µM. 290,000 tested, 0.17% active. AID 1845; in the data active means inhibition above about 37%;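 further: 0% = vehicle and 100% = reference compound; higher means more ethidium bromide displaced from hairpin DNA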
# OXTR agonist: agonists of human oxytocin receptor | 320,000 tested, 0.32% active | P30559 | activation, % at 3 µM | CHO-OTR cells, Fluo-8 calcium fluorescence; normalized: DMSO 0%, oxytocin 100%;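 active means activation above the mean of all tested compounds plus 3 SD, cutoff set per screening run, cut at about 20% in these data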;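 further: peak over basal fluorescence ratio from a 100 s FLIPR kinetic read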
# Target sequence (P30559 whole entry, looked up): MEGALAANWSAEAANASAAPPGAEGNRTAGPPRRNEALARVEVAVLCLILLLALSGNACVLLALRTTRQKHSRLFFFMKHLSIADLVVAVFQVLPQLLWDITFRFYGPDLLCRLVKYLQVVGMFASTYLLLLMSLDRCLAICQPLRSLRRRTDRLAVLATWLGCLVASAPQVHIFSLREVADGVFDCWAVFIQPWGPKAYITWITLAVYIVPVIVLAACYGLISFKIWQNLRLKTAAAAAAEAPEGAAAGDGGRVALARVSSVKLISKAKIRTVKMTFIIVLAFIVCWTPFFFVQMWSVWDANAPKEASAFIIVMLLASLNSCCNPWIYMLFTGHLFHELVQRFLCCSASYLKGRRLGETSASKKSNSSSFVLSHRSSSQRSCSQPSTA
# V1aR counter: counter-screen for oxytocin receptor agonists: human V1a receptor agonists | CHO-V1R cells, Fluo-8 calcium fluorescence, agonist mode; 0% DMSO, 100% 3 nM vasopressin | 320,000 tested, 0.25% active | activation, % at 3 µM;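 active means activation above the mean activation of all tested compounds plus 3 SD, per screening run, cut at about 20% in these data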;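 further: signal is peak over basal fluorescence ratio across a 100 second FLIPR read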
# GalR3 antag: human GalR3 antagonism | inhibition, % at 3 µM | AID 651719 | HEK293 GalR3-CNG cAMP membrane potential fluorescence; galR3 body fused to GalR1 C-terminus | 360,000 tested, 0.44% active | O60755;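 active means inhibition above the screen-wide average plus 3 SD, cut at about 13% in these data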;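 further: forskolin and galanin both at EC90 stimulate the cells; cAMP rise reported by CNG channel membrane potential dye signal; 0% = forskolin plus galanin with DMSO and 100% = forskolin alone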
# Target sequence (O60755 1-299 limits assumed): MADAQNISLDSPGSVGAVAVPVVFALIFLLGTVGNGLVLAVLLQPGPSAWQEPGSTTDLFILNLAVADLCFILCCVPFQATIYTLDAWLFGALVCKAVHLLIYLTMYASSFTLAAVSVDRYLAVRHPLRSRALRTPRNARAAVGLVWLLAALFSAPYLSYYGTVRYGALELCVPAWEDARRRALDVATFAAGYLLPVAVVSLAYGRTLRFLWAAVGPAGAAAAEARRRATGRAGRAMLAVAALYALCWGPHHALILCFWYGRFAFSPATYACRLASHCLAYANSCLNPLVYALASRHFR
# GPR7 antag: human neuropeptides B/W receptor 1 antagonism. P48145. GPR7-expressing cells, fluorescence antagonist assay. inhibition, % at 4.4 µM. 290,000 tested, 1.1% active. AID 1861; in the data active means inhibition above about 16%, passing the limit was not always enough;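 further: cells stimulated with the agonist NPW; 0% = agonist with vehicle and 100% = vehicle without agonist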
# Target sequence (P48145 whole entry, looked up): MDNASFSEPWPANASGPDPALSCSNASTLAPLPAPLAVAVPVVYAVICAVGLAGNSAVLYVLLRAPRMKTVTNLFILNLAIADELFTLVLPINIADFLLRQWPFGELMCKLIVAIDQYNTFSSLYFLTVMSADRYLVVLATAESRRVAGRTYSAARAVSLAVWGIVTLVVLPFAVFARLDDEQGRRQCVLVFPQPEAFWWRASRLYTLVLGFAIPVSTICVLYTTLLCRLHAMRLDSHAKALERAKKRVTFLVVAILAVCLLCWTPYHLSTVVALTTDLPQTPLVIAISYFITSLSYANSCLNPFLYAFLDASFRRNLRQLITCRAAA
# PHOSPHO1 block: inhibitors of human PHOSPHO1 phosphatase; recombinant PHOSPHO1, absorbance phosphatase assay; AID 1565; Q8TCT1; 290,000 tested, 1.1% active; inhibition, % at 13.3 µM; in the data active means inhibition above about 60%
# IMP-1 inh: inhibitors of Pseudomonas aeruginosa IMP-1 metallo-beta-lactamase. 290,000 tested, 0.45% active. purified IMP-1, nitrocefin hydrolysis, epi-absorbance fluorescence. inhibition, % at 5.6 µM. AID 1556;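 active means inhibition above the mean plus 3 SD of all compounds in the same screening run, cut at about 4.5% in these data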;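 further: 0% = IMP-1 with DMSO and 100% = DMSO wells lacking enzyme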
#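 Assay system: purified IMP-1; Quantity: IMP-1 0.2 nM before substrate addition; Medium: HEPES buffer pH 7.1 with ZnSO4 and Brij 35; Incubation: 15 min enzyme–compound preincubation, then 25 min nitrocefin reaction, 25 °C; Signal: fluorescence quenching readout, ex 480/em 530 nm; Controls: DMSO with and without IMP-1; Repeats: singlicate testing.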
# NS3 helicase inh: HCV NS3 helicase inhibition; NS3 helicase DNA unwinding, Cy5 molecular beacon fluorescence; inhibition, % at 10.9 µM; 290,000 tested, 0.56% active; AID 1800;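 active means inhibition above the mean of all tested compounds plus 3 SD, set per campaign, cut at about 35% in these data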;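 further: 0% = DMSO wells and 100% = thioflavine S control wells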
#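 Assay system: hepatitis C virus NS3 helicase domain fragment enzyme. Also added: annealed dual-labelled DNA beacon duplex, ATP-started. Timing: 1 h reaction at 25 °C, ATP-initiated. Technique: Cy5 fluorescence at 0 and 60 min, beacon hairpin quenching. Evaluation: % inhibition of unwinding. Replication: one well per compound.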
# VIM-2 inh: inhibitors of Pseudomonas aeruginosa VIM-2 metallo-beta-lactamase; purified VIM-2, nitrocefin hydrolysis, epi-absorbance fluorescence; inhibition, % at 5.6 µM; 290,000 tested, 0.89% active; AID 1527;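 active means inhibition above the mean of all tested compounds plus 3 SD, cutoff set per screening run, cut at about 7.5% in these data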;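 further: red hydrolysis product quenches plate fluorescence so inhibitors raise well fluorescence; 0% = enzyme with DMSO and 100% = DMSO without enzyme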
# Active calls of the source: *; . = not tested or not shown. This is a random part of the collection; about 4.3% have a hit in one of these screens.
Compound	VIM-2 inh	OXTR agonist	IMP-1 inh	V1aR counter	GPR7 antag	GalR3 antag	NS3 helicase inh	PHOSPHO1 block	DNA FID counter
Cc1cc(C)c(C#N)c(SCC(=O)Nc2nnc(-c3ccccc3)s2)n1	-3.5	-0.3	0.6	0.0	-2	1	-7	-50	-3
CC(=O)Nc1nccc(-c2cc(-c3ccccc3)no2)n1	-1.9	-1.9	-2.7	-0.2	-15	.	-4	-1	-3
COc1ccc2ccccc2c1/C=N\NC(=O)c1ccc(C)s1	-6.0	.	-4.9	.	-11	-3	-2	-6	-22
O=C(Nc1cccc(Cl)c1)c1cnc[nH]1	-0.6	1.4	-1.1	1.3	9	-11	7	29	-2
C=CCc1cc(Cl)ccc1OCCNCCOC	-2.6	2.8	-2.0	1.1	2	-7	-10	10	17
O=C(c1cnccn1)N(Cc1ccco1)C1(C(=O)NC2CCCC2)CCCCC1	-7.0	0.5	-2.6	-0.5	40*	-5	7	5	-16
O=C(C1CCC(=O)N1Cc1ccccc1Cl)N1CCN(c2ccc(F)cc2)CC1 (stereo unspecified)	-3.5	-0.1	2.0	0.1	-11	-2	8	8	-34
O=C(O)CCN1C(=O)c2ccc(Oc3ccc4c(c3)C(=O)N(CCC(=O)O)C4=O)cc2C1=O	-3.5	0.3	-3.0	-0.7	-9	2	-1	7	1
CCN1C(=O)/C(=C\c2ccc(F)cc2)N=C1SCC(=O)NCc1ccco1	3.2	-2.4	0.3	-1.2	-3	3	11	-7	-3
CCCn1c(=O)c(C(=O)Nc2ccccc2C(=O)OC)c(O)c2ccccc21	-4.1	1.1	-0.2	0.7	2	-2	3	-42	1
Cc1cccc(NC(=O)COc2ccccc2C)n1	-3.7	-1.3	-1.4	-0.3	-14	-6	-1	5	-7
COc1ccc(CCNc2oc(COc3ccc(Br)cc3)nc2C#N)cc1OC	-2.8	1.0	-4.2	5.2	-1	-4	-9	-9	-13
Cc1ccc(N2CC(C(=O)Nc3ccc4c(c3)OCCO4)CC2=O)cc1 (stereo unspecified)	-1.8	-1.7	1.4	0.0	-6	-1	-1	7	-15
CCN(C(=O)c1ccc2c(Cl)c3c(nc2c1)CCC3)c1cccc(C)c1	-2.1	.	-2.2	.	-1	.	-11	-14	-35
COc1ccc(CC(=O)N2CC3(C)CC2CC(C)(C)C3)cc1OC (stereo unspecified)	-1.4	0.0	-1.6	0.2	-5	0	8	1	-28
O=C(NC1CCCCC1)C(c1ccncc1)N(Cc1ccc(F)cc1)C(=O)c1ccccn1 (stereo unspecified)	-1.5	-1.1	-1.3	-0.8	-1	-9	5	8	-33
Cc1nc2c(C(=O)N3CCOCC3)cnn2c(C)c1Cc1cccc(Cl)c1	1.2	1.4	1.4	2.0	16	2	-3	15	-24
COC1=CC(=Cc2c(N)n3nc(CC(=O)N4CCOCC4)sc3nc2=O)C=C(OC)C1=O	2.9	21*	-0.9	7.9	0	-6	-1	30	-13
CCSc1nnc(CNC(=O)C23CC4CC(CC(C4)C2)C3)n1C1CCCCC1	-2.9	-2.4	0.5	-0.3	-4	-4	1	-9	-9
OCCN1CCN(c2ncnc3c2c(-c2ccccc2)cn3-c2ccc(F)cc2)CC1	3.9	1.9	-1.5	1.2	-5	2	-64	-2	10

# Two compounds from above, limited to V1aR counter, PHOSPHO1 block and DNA FID counter:
structure | V1aR counter | PHOSPHO1 block | DNA FID counter
COc1ccc(CCNc2oc(COc3ccc(Br)cc3)nc2C#N)cc1OC | 5.2 | -9 | -13
O=C(NC1CCCCC1)C(c1ccncc1)N(Cc1ccc(F)cc1)C(=O)c1ccccn1 (stereo unspecified) | -0.8 | 8 | -33

# (cont.)
Compound	VIM-2 inh	OXTR agonist	IMP-1 inh	V1aR counter	GPR7 antag	GalR3 antag	NS3 helicase inh	PHOSPHO1 block	DNA FID counter
CC1(C(=O)Nc2cccc(C(F)(F)F)c2)CO1 (stereo unspecified)	-0.6	0.4	-3.1	0.8	6	.	21	16	-1
CSCCC(NC(=O)c1ccco1)C(=O)Nc1ccncc1 (stereo unspecified)	0.7	-0.1	-3.2	-0.2	0	-3	6	38	-7
Cc1cccc(Oc2nc(-c3ccncc3)nc3ccccc23)c1	-1.4	-1.4	-1.8	-1.0	-9	-7	9	27	-10
S=c1[nH]nc(-c2ccc(Cl)cc2Cl)n1-c1ccccc1	0.9	-0.6	-6.0	1.3	-17	-10	-1	-105	-14
COc1ccccc1N1CCN(/N=C/C=C\c2ccco2)CC1	-6.3	-2.1	-3.4	-1.6	-3	-4	9	35	-21
CCOCCCNS(=O)(=O)c1ccccc1	-5.3	0.3	-4.8	0.5	2	-6	-3	9	-3
CCOC(=O)Nc1ccc2c(c1)N(C(=O)CCN1CCN(C)CC1)c1ccccc1S2	-3.1	-0.2	-4.4	0.8	-3	-3	-36	-25	29
CC(Nc1nc2ccccc2n2cnnc12)c1ccccc1 (stereo unspecified)	-4.9	-1.3	-3.5	-0.8	-24	1	-5	12	-24
O=C(CN1C(=O)C2C3C=CC(C3)C2C1=O)NCCc1ccccc1Cl (stereo unspecified)	-3.1	-0.8	-1.8	0.9	4	-2	-1	6	-5
CCOC(=O)c1cnc(SCc2ccccc2)nc1N	-3.0	-1.9	-0.2	-0.3	19	-9	-7	28	-9
CC(/C=N/NC(=O)c1cc(C2CC2)[nH]n1)=C\c1ccccc1	-2.8	-0.6	-2.0	0.5	1	5	-3	8	-8
Cc1cc(C)c2c(n1)sc1c(N3CCCCC3)ncnc12	0.6	-2.8	0.6	-0.5	-10	-1	-1	46	1
O=C(NCc1cccnc1)C(=O)C1C(=O)Nc2ccccc21 (stereo unspecified)	-3.4	1.3	-2.4	-0.3	-4	0	4	37	9
O=S(=O)(c1cccc(C(F)(F)F)c1)N1CCN(C(=S)NCc2ccco2)CC1	-0.8	-1.4	-4.9	0.0	8	-2	3	4	-7
Cc1cc(C)cc(N2C(=O)CC(n3nc(C)cc3C)C2=O)c1 (stereo unspecified)	0.0	-1.0	-1.0	0.2	-2	-1	-1	14	-1
CCSc1sc(CC)cc1C=O	-1.6	-0.5	-1.2	0.6	-1	-3	11	25	1
CCOC(=O)c1oc2ccccc2c1CN1CCN(c2ccccc2)CC1	-6.2	-1.9	-2.5	-0.7	-1	-4	-6	-34	-10
CCOc1ccc(NC(=S)NC23CN4CN(CN(C4)C2)C3)cc1	0.4	-1.1	-2.2	1.5	-3	-1	-20	-28	6
COc1ccc(NS(=O)(=O)c2ccc(NC(=O)c3ccc(N(C)S(C)(=O)=O)cc3)cc2)c(OC)c1	1.9	2.2	-4.5	0.8	5	99*	-5	3	-5
COc1ccc(CCNC(=O)C(=O)NCC2OCCN2S(=O)(=O)c2cccs2)cc1OC (stereo unspecified)	-1.5	-0.2	-2.4	0.4	-19	-3	2	4	-34
FC(F)(F)c1ccc(N2CCN(c3cc(-c4ccccc4)nc4ncnn34)CC2)nc1	-0.4	6.1	-1.9	4.9	-13	-9	-6	34	-6
O=C(COc1ccccc1[N+](=O)[O-])Nc1cc(C(=O)O)cc(C(=O)O)c1	1.1	-0.2	-2.9	0.5	-13	4	-3	-7	-8
CCn1c2ccc(OC)cc2c2nc3ccccc3nc21	2.4	-2.4	-1.1	0.0	-8	-2	-1	-11	-9
O=C(NN1C(=O)/C(=C/c2cccc(O)c2)SC1=S)c1ccccc1O	-3.1	1.5	4.3	1.3	-1	2	1	22	20
CCn1c(/C=C2/C(=O)N(C)c3ccccc32)nc2ccccc2c1=O	-0.3	-1.0	-2.8	0.0	-4	-1	-3	12	-9
CS(=O)(=O)N(CC(=O)O)c1cc(Cl)cc(Cl)c1	-1.0	1.7	-1.2	0.9	-7	-2	-3	12	-1
Cc1nnsc1C(=O)N1CCC(CO)(Cc2ccccc2Cl)CC1	-2.0	-0.5	-2.0	1.5	-15	7	-13	28	-16
CCCCOC(=O)c1cccc(NC(=O)CCC(=O)O)c1	-1.9	-0.1	-1.5	0.4	-2	-6	9	9	-3
COC(=O)n1c(=O)oc2ccccc21	-0.1	0.3	-2.3	2.3	16	-3	-7	-9	1
c1ccc(CCc2nn3c(Cn4nnc5ccccc54)nnc3s2)cc1	-0.2	0.1	-3.0	0.8	2	-3	5	37	-13
C=C(Br)Cn1c(CC(C)C)nc2ccccc21	-1.3	-2.6	-2.4	-1.5	-13	-2	-3	-28	-10
N#Cc1nc(-c2ccc(F)cc2)oc1N1CCCC1	-0.7	-1.2	0.3	-0.6	-6	2	-10	-9	3
CCCC(=O)NC(=S)Nc1cccc(NC(=O)c2ccc(Cl)cc2Cl)c1	0.5	-1.5	-0.7	0.7	-8	-1	-1	50	-6
COC(=O)c1ccccc1NC(=O)Cn1nnc(-c2ccc(OC)cc2)n1	-0.6	0.8	-4.0	-0.4	-12	-5	-5	6	-5
O=C(COC(=O)COc1ccccc1Cl)Nc1ccccc1OC(F)F	-1.4	0.2	-5.0	1.1	-4	-1	-5	7	-4
CC(=O)c1ccc(NC(=O)/C(Cl)=C/c2ccccc2)cc1	-3.6	0.2	1.1	1.1	6	1	7	18	-15
CCN(CC)CC(=O)c1c(N)n(Cc2ccccc2)c(=O)n(C)c1=O	-2.1	2.5	-2.2	0.3	-10	11	6	22	1
Cc1ccc(F)cc1CNC(=O)C1CCC(=O)N(CCCN2CCCC2=O)C1 (stereo unspecified)	-0.6	-0.3	-3.4	0.3	0	-4	-11	32	-7
CC1=C(C(=O)OCC2CCCO2)C(c2ccc(Cl)c(Cl)c2)NC(=O)N1 (stereo unspecified)	0.0	0.7	-2.4	0.7	8	2	1	-3	-26
O=S(=O)(c1ccc(-c2nc3ccccc3s2)cc1)N1CCCC1	-2.9	0.1	-4.3	-0.1	7	-3	4	5	0
Cc1ccc(C(=O)NCCNc2ncc(C(F)(F)F)cc2Cl)cc1[N+](=O)[O-]	-0.2	0.1	-0.9	4.5	-5	-2	-5	35	-2
Cc1cc(C)c2c(N)c(-c3nc4ccccc4[nH]3)sc2n1	-0.5	-1.3	-1.4	-0.1	6	-3	-3	20	-1
CCCC1=Nc2cc(C(=O)N3CCN(c4ccccn4)CC3)ccc2Sc2ccc(C)cc21	-4.1	-0.4	-2.4	-0.9	-13	-10	0	32	-49
CN1/C(=C\C(=O)COC(=O)Cn2nnc(-c3ccccc3)n2)C(C)(C)c2ccccc21	-1.1	4.2	-0.1	6.0	26*	-5	-1	50	-9
CC(C)c1ccc(Nc2nc(CC(=O)O)cs2)cc1	-1.6	-2.0	-2.8	-0.7	-7	-7	-6	-23	-21
NC1=NC(=Nc2ccc(Cl)cc2)c2ccccc21	2.0	-0.8	1.4	0.1	-13	-3	15	11	-7
O=C(NCC1CCCO1)C12CN(Cc3ccccc3)CC1C(c1cccc([N+](=O)[O-])c1)=NO2 (stereo unspecified)	-1.3	1.3	-3.0	-0.1	6	-3	-10	-22	-12
